EBNA-1 inhibitor: EBNA-1 DNA-binding inhibitors, primary screen, biochemical, fluorescence polarization | AID 1950, 2009 | 300,000 compounds, 0.34% hits | inhibition, % at 14.8 µM; in the data active means inhibition above about 28%
LYPLA2 counter: LYPLA2 inhibitors, primary screen, counter-screen for PME1 inhibitor project, biochemical, fluorescence polarization, FP-Rh probe ABPP | recombinant LYPLA2 | 320,000 compounds, 0.38% hits | inhibition, % at 5.9 µM | Acyl-protein thioesterase 2 (Homo sapiens), O95372;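 active means inhibition above the screen-wide mean plus 3 SD, limit set per campaign, cut at about 26% in these data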;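 further: 0% = LYPLA2 with DMSO and 100% = wells lacking LYPLA2 enzyme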
pPAFAH FP inh: pPAFAH enzyme inhibitors, primary screen, biochemical, fluorescence polarization, human | Platelet-activating factor acetylhydrolase (Homo sapiens), Q13093 | recombinant pPAFAH, FP-rhodamine probe fluorescence polarization | inhibition, % at 3.39 µM | 330,000 compounds, 1.5% hits | AID 463082, 2010;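 active means inhibition above the mean inhibition across the screen plus 3 SD, cut at about 25% in these data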;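 further: inhibitors block binding of the rhodamine activity-based probe so polarization drops; 0% = enzyme with DMSO and 100% = wells lacking pPAFAH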
Target sequence (Q13093 whole entry, looked up): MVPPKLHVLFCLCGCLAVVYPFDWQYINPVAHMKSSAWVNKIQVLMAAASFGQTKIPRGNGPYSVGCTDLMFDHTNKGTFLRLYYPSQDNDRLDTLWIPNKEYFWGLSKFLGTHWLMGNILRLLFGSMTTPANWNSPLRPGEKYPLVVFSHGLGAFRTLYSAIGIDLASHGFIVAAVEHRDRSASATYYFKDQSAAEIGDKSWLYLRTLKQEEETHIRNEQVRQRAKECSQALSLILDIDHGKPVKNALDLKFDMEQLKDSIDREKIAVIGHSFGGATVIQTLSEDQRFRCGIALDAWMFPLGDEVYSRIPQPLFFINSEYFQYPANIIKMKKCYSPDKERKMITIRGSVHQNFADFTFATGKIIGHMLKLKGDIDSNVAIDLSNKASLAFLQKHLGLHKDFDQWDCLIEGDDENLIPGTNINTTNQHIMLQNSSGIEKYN
PAFAH2 inh: PAFAH2 enzyme inhibitors, primary screen, biochemical, fluorescence polarization, human; 340,000 compounds, 0.99% hits; inhibition, % at 3.39 µM; recombinant PAFAH2, FP-rhodamine activity probe; AID 492956, 2010;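 active means inhibition above the mean over all tested compounds plus 3 SD, cut at about 30% in these data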;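 further: inhibitors block probe labeling of enzyme so polarization drops; 0% = enzyme with DMSO and 100% = wells lacking PAFAH2 protein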
PREPL inhibitor: PREPL enzyme inhibitors, primary screen, biochemical, fluorescence polarization | 320,000 compounds, 0.68% hits | inhibition, % at 5.96 µM | recombinant PREPL, fluorescence polarization activity-based probe | Prolyl endopeptidase-like (Homo sapiens), Q4J6C6; in the data active means inhibition above about 43%;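 further: 0% = enzyme with DMSO and 100% = wells lacking enzyme; many of its hits are not listed in these tables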
ZTA counter: ZTA (EBV) inhibition in EBNA-1 counter-screen; ZTA-DNA binding, fluorescence polarization; inhibition, % at 11 µM; 320,000 compounds, 0.15% hits; AID 2234; in the data active means inhibition above about 33%
Target sequence (P03206 whole entry, looked up): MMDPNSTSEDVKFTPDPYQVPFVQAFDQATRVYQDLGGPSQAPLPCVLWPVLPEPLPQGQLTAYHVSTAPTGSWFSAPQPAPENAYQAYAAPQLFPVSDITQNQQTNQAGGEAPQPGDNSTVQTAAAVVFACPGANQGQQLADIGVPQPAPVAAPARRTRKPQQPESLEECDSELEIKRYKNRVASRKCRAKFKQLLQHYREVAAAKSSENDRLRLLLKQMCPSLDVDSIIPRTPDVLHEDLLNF
PAFAH1B2 FP inh: PAFAH1B2 enzyme inhibitors, primary screen, biochemical, fluorescence polarization, human; Platelet-activating factor acetylhydrolase IB subunit alpha2 (Homo sapiens), P68402; recombinant PAFAH1B2, FP-rhodamine activity probe; inhibition, % at 3.39 µM; 340,000 compounds, 1.2% hits; AID 492953, 2010;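 active means inhibition above the mean of all tested compounds plus 3 SD, cut at about 24% in these data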;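 further: 0% = enzyme with DMSO and 100% = wells lacking PAFAH1B2; many of its hits are not listed in these tables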
Target sequence (P68402 whole entry, looked up): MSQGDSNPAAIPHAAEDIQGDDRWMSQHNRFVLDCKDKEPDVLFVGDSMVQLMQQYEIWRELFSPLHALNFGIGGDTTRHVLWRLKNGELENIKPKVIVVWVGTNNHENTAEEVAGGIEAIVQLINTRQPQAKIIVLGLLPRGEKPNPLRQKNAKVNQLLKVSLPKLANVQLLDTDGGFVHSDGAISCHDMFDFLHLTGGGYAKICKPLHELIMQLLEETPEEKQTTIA
PAFAH1B3 FP inh: PAFAH1B3 enzyme inhibitors, primary screen, biochemical, fluorescence polarization, human; inhibition, % at 3.39 µM; recombinant PAFAH1B3, FP-rhodamine probe; 340,000 compounds, 0.28% hits; AID 492972, 2010; Platelet-activating factor acetylhydrolase IB subunit alpha1 (Homo sapiens), Q15102;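 active means inhibition above the screen-wide average of all tested compounds plus 3 SD, cut at about 25% in these data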;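 further: 0% = enzyme with DMSO only and 100% = wells lacking PAFAH1B3 protein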
LYPLA1 counter: LYPLA1 inhibitors, primary screen, counter-screen for PME1 inhibitor project, biochemical, fluorescence polarization, FP-Rh probe ABPP. recombinant LYPLA1. inhibition, % at 5.9 µM. 320,000 compounds, 0.16% hits. AID 2174, 2009;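 active means inhibition above the mean of all tested compounds plus 3 SD, set per campaign, cut at about 14% in these data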;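 further: inhibitors block serine hydrolase probe labeling of LYPLA1 so polarization falls; 0% = enzyme with DMSO and 100% = wells lacking LYPLA1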
An asterisk follows results filed as active; · = not tested or not shown.

Sequence of screens: EBNA-1 inhibitor | LYPLA2 counter | pPAFAH FP inh | PAFAH2 inh | PREPL inhibitor | ZTA counter | PAFAH1B2 FP inh | PAFAH1B3 FP inh | LYPLA1 counter
- N#C/C(=C\c1cccnc1)C(=O)Nc1cccc(Cl)c1
    9 | -1 | 6 | -3 | -24 | -3 | -3 | 4 | -1
- O=C(c1cc(S(=O)(=O)N2CCOCC2)ccc1Cl)N1CCN(c2ccccn2)CC1
    -10 | -2 | -1 | -1 | -1 | 1 | 1 | 2 | -1
- Cc1ccc(/C=N/Nc2ccc(C(=O)O)cc2)o1
    -11 | -1 | 0 | 0 | 9 | -5 | -1 | 6 | 2
- CCCCCCCNC(=O)C1(CC2CC(c3cccc(Br)c3)=NO2)CCN(C(=O)c2ccccc2)CC1 (centres undefined)
    5 | -7 | 4 | -5 | -2 | 9 | -11 | -1 | -6
- CN1CCN(C(=S)Nc2ccc(S(N)(=O)=O)cc2)CC1
    14 | 16 | 2 | -1 | 0 | 9 | -2 | 10 | 7
- CC(=O)N1N=C(c2ccc(Br)cc2)OC12CCCC2
    1 | -1 | 4 | 2 | 3 | 1 | -1 | 6 | 1
- CC(C)(C)OC(=O)NC1CCN(S(=O)(=O)c2ccc3c(c2)OCCO3)CC1
    -5 | -4 | 0 | -5 | 10 | -3 | -1 | 6 | 0
- CNC(=S)N(CCc1ccccc1)Cc1cc2cc(OC)c(OC)cc2[nH]c1=O
    -7 | 0 | 9 | 9 | 9 | -20 | 7 | 4 | -2
- O=C(CSc1nnc(-c2ccccc2)n1Cc1ccccc1)N1CCCC1
    -9 | -1 | -5 | 6 | -1 | -3 | 12 | 11 | 2
- COc1ccc(-c2csc(N(CCc3ccc(OC)c(OC)c3)C(=O)COc3ccccc3)n2)cc1
    4 | 2 | -3 | -6 | 5 | 1 | 4 | -7 | -1
- CCC(C)[C@H](NC(=O)NCc1ccc(S(N)(=O)=O)cc1)C(=O)O (some centres undefined)
    4 | 3 | -3 | -36 | 12 | 0 | 7 | 8 | -4
- Nc1nc(Nc2cccc3ccccc23)nc(C2CCCC2=O)n1 (centres undefined)
    -2 | 6 | 2 | · | 2 | -2 | · | · | 0
- O=C(Cn1ccnc1)c1ccc(Cl)cc1
    -6 | 3 | 2 | -3 | 1 | -20 | 1 | 10 | 0
- Cc1cccc(C)c1N(CC(=O)NCc1ccc(F)cc1)C(=O)c1csnn1
    10 | 4 | 1 | 11 | 5 | 3 | 8 | 7 | -1
- COC(=O)c1nnn(-c2nonc2N)c1CSc1nc2ccccc2o1
    -8 | 5 | -2 | -10 | -11 | 1 | -8 | -3 | 0
- COCCCNC(=O)CCCn1c(=O)[nH]c2ccccc2c1=O
    -8 | 4 | -1 | 4 | 4 | 5 | 5 | 10 | 2
- O=[N+]([O-])c1cccnc1Sc1ccc(Br)cc1
    -11 | 11 | 9 | 5 | -9 | -23 | 3 | 5 | 7
- Cc1ccc(NC(=O)Nc2cc(S(C)(=O)=O)ccc2Cl)cc1
    0 | -3 | 1 | -2 | 18 | 15 | 0 | 3 | -9
- Cc1ccc(C(=O)Nc2ccc(Br)c(C(F)(F)F)c2)cc1
    -4 | -36 | -4 | -27 | -14 | -4 | -7 | -7 | -23
- CCOc1ccc(N2C(=O)CC(N3CCN(c4ccc(F)cc4)CC3)C2=O)cc1 (centres undefined)
    1 | 0 | -1 | 1 | 5 | -3 | -1 | 3 | 1

9 entries from above, in markdown:
| mol | EBNA-1 inhibitor | LYPLA2 counter | pPAFAH FP inh | PAFAH2 inh | PREPL inhibitor | ZTA counter | PAFAH1B2 FP inh | PAFAH1B3 FP inh | LYPLA1 counter |
| --- | --- | --- | --- | --- | --- | --- | --- | --- | --- |
| Nc1nc(Nc2cccc3ccccc23)nc(C2CCCC2=O)n1 (centres undefined) | -2 | 6 | 2 | · | 2 | -2 | · | · | 0 |
| O=C(Cn1ccnc1)c1ccc(Cl)cc1 | -6 | 3 | 2 | -3 | 1 | -20 | 1 | 10 | 0 |
| Cc1cccc(C)c1N(CC(=O)NCc1ccc(F)cc1)C(=O)c1csnn1 | 10 | 4 | 1 | 11 | 5 | 3 | 8 | 7 | -1 |
| COC(=O)c1nnn(-c2nonc2N)c1CSc1nc2ccccc2o1 | -8 | 5 | -2 | -10 | -11 | 1 | -8 | -3 | 0 |
| COCCCNC(=O)CCCn1c(=O)[nH]c2ccccc2c1=O | -8 | 4 | -1 | 4 | 4 | 5 | 5 | 10 | 2 |
| O=[N+]([O-])c1cccnc1Sc1ccc(Br)cc1 | -11 | 11 | 9 | 5 | -9 | -23 | 3 | 5 | 7 |
| Cc1ccc(NC(=O)Nc2cc(S(C)(=O)=O)ccc2Cl)cc1 | 0 | -3 | 1 | -2 | 18 | 15 | 0 | 3 | -9 |
| Cc1ccc(C(=O)Nc2ccc(Br)c(C(F)(F)F)c2)cc1 | -4 | -36 | -4 | -27 | -14 | -4 | -7 | -7 | -23 |
| CCOc1ccc(N2C(=O)CC(N3CCN(c4ccc(F)cc4)CC3)C2=O)cc1 (centres undefined) | 1 | 0 | -1 | 1 | 5 | -3 | -1 | 3 | 1 |

Next section
Sequence of screens: EBNA-1 inhibitor | LYPLA2 counter | pPAFAH FP inh | PAFAH2 inh | PREPL inhibitor | ZTA counter | PAFAH1B2 FP inh | PAFAH1B3 FP inh | LYPLA1 counter
- CC(C)(C)c1ccc(Oc2ccc(NC(=O)CCCC(=O)O)cn2)cc1
    -1 | -4 | 1 | 11 | -11 | -11 | -1 | 14 | 1
- COC(=O)c1sccc1NC(=O)c1ccc(OC)cc1OC
    -4 | -2 | 4 | -18 | -2 | 0 | 2 | 4 | -1
- CCOC(=O)Cc1csc(NC(=O)C2CCCCC2C(=O)O)n1 (centres undefined)
    1 | -4 | 2 | 2 | -3 | -5 | 6 | 4 | -3
- CCOc1ccccc1NC(=O)C1=C(C)NC(=O)NC1c1cccs1 (centres undefined)
    5 | -8 | 0 | 1 | -8 | 7 | 7 | 17 | -2
- Cc1ccc(NC(=O)Nc2ccc3c(c2)CCC3)cc1
    12 | 1 | -1 | -8 | 9 | 9 | -3 | -7 | 2
- COCCCn1c(SCC(=O)Nc2ccccc2F)nnc1-c1ccoc1C
    -13 | 0 | -1 | 3 | 7 | -6 | -2 | 0 | -1
- CCCCNC(=O)/C(=C\c1ccc([N+](=O)[O-])o1)NC(=O)c1ccccc1
    0 | -2 | 4 | 1 | 4 | 0 | 6 | 6 | -4
- CCOC(=O)N1CCN(C(=O)CSc2nnc(CNC(=O)c3ccccc3F)o2)CC1
    -2 | -3 | 1 | 1 | 7 | 0 | 1 | 5 | 2
- CCn1c(Cn2nnc(-c3ccccc3)n2)nnc1SCC(=O)Nc1ccc(C(C)=O)cc1
    4 | 12 | 3 | 0 | -11 | 8 | -2 | 2 | 0
- CC(C)(C)c1nnc(NC(=O)c2cc(-c3ccccc3)nc3ccccc23)s1
    -12 | 1 | 3 | 7 | -6 | -3 | 2 | 0 | 0
- COc1ccc(-c2noc(CCCC(=O)N3CCN(c4cc(C)ccc4C)CC3)n2)cc1
    · | · | 6 | -1 | · | · | 5 | 3 | ·
- Cc1cc(=O)oc2cc(OCC(=O)N3CCN(c4ccccc4)CC3)c(Cl)cc12
    1 | 8 | 6 | -2 | -1 | 2 | -1 | 1 | 8
- CSc1ccc(NC(=O)Nc2cccn(Cc3ccccc3F)c2=O)cc1
    0 | 7 | 10 | -11 | 21 | -5 | 12 | 12 | -6
- CCCC(=O)Nc1ccc(Cl)c(NC(=O)C(C)(C)C)c1
    -14 | 0 | -4 | -3 | -1 | -5 | 3 | 4 | -3
- COC(c1ccccc1)(c1ccccc1)C(Oc1nccc(C)n1)C(=O)O (centres undefined)
    14 | 0 | 0 | 1 | 2 | 12 | -3 | 3 | -1
- CC(=O)Nc1ccc(S(=O)(=O)N2CCC(C(N)=O)(N3CCCCC3)CC2)cc1
    -12 | -7 | -5 | -4 | 3 | 2 | 10 | 10 | 2
- CCOC(=O)C(Cc1c(F)cccc1Cl)c1ccnc2nc(N)nn12 (centres undefined)
    3 | 5 | 0 | -1 | 2 | 4 | -1 | 2 | 0
- Cc1cccc(OC(=O)NCCOC(=O)N(O)c2ccc(Cl)cc2)c1
    3 | 1 | 5 | -18 | 8 | 6 | 11 | 8 | -1
- COc1ccc(CNC(=O)Cn2cnc3c(NCc4ccccc4)ncnc32)cc1
    · | · | 5 | 2 | · | · | 2 | 5 | ·
- CC[C@@H](C)[C@H](CN[C@H](CNC)C(C)C)NC[C@@H](C)c1ccc(CC(C)C)cc1
    12 | 0 | -1 | -22 | -10 | -4 | -5 | 9 | -2
- COc1ccc2[nH]c(C)c(CCNC(=S)Nc3cc(C)ccc3C)c2c1
    5 | 4 | 6 | 8 | 4 | 21 | 1 | 2 | -1
- Cc1ccc(S(=O)(=O)Nc2cccc(C(=O)NCC(c3ccco3)N3CCCC3)c2)cc1F (centres undefined)
    -8 | 1 | 6 | -4 | -50 | 2 | 1 | -10 | -2
- COc1cc(CN(C(=S)NCC(=O)O)C2CCCC2)cc(OC)c1OC
    4 | 4 | -3 | -3 | 8 | 3 | 5 | 1 | 0
- CCOC(=O)Cc1csc(NC(=O)Cc2cccs2)n1
    -7 | -3 | 12 | -4 | 6 | 6 | 0 | -8 | -3
- O=C1CCCC2(O)C1C(c1cccc(Br)c1)NC(=O)N2Cc1ccccc1 (centres undefined)
    -2 | 6 | 2 | -7 | 12 | -9 | 2 | -3 | 1
- CCC(C)(C)NC(=O)C(c1cccn1C)N(Cc1ccc(OC)cc1)C(=O)Cn1nnc2ccccc21 (centres undefined)
    -2 | -3 | -6 | -4 | 1 | -9 | 2 | -2 | 0
- COc1ccc(-c2cc(=O)oc3c(C)c(O)ccc23)cc1
    5 | -4 | 6 | 0 | -4 | 17 | 3 | -3 | -6
- Cc1cc(=O)oc2cc(OCC3CC(c4ccc(Br)cc4)=NO3)ccc12 (centres undefined)
    -1 | 23 | 2 | -9 | -19 | 1 | 7 | 11 | -2
- COc1cc2nc(CN(C)Cc3ccc(C(C)(C)C)cc3)[nH]c(=O)c2cc1OC
    -11 | -11 | -4 | -5 | -7 | 6 | 7 | -1 | -8
- O=S1(=O)CC(O)C(N(CCO)C(=S)Nc2ccccc2)C1 (centres undefined)
    2 | 0 | 0 | 5 | -6 | 7 | 7 | 11 | -2
- O=S(=O)(c1ccccc1)C1Cc2ccccc2C1Cl (centres undefined)
    -5 | -7 | -5 | · | 5 | 4 | · | · | -6
- COc1cc(NC(=S)NC(C)(C)C)c(OC)cc1Cl
    -5 | 3 | 2 | 2 | -7 | 8 | 9 | 4 | 1

Screens (PubChem BioAssay)

Only part of the results is shown; count on the stated rates, not on these rows.
